hERG WT inh: blocks the wildtype human KCNH2 potassium channel. Q12809. U2OS, BacMam KCNH2, thallium flux FluxOr; hits give low values. activity change, % at 1.84 µM. 340,000 compounds, 0.37% hits;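 active = maximum activity change below -70%; inconclusive = maximum activity change between -70% and -50%; inactive = maximum activity change above -50%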; also: % is scaled to controls: 0 for no effect and ±100 for the full control effect
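U2OS cells were transduced with wild-type KCNH2 virus (2.03 x 10^8 / mL) for 4 h at room temperature, then cultured overnight at 37 C. Thallium flux was read with FluxOr dye. Rate constants were normalized to DMSO controls.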
USP2a inh: blocks human ubiquitin-specific protease USP2a. Potency, µM (titrated, usually from 38.3 µM), without a hit: top-dose activity change, negative = inhibition, hits mostly inhibitors. O75604. 330,000 compounds, 0.01% hits. USP2 core, Ub-CHOP2 coupled fluorogenic reporter, 485/531;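 also: potency is read from the fitted curve at half-maximal effect; plate controls were DMSO wells for no effect and full inhibition by NEM control for full effect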
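Cell-free coupled assay: 10nM USP2 core preincubated 30min RT with compound in Tris-HCl pH 8.0/CaCl2/CHAPS buffer, then 25nM Ub-CHOP2 and 25nM reporter substrate; fluorescence (Ex 485/Em 531) read after 60min RT, normalized to NEM inhibition, concentration-response curves fitted.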
PKM2 act: increases activity of human pyruvate kinase M2. 260,000 compounds, 0.34% hits. purified PKM2, Kinase-Glo ATP luminescence, activation; response scale: 0% is enzyme alone, no compound. Potency, µM (titrated, usually from 57.5 µM), inactives show at the top dose activation, most hits filed as activators. AID 1631; also: potency is read from the fitted curve at half-maximal effect; % is scaled to controls: 0 for no effect and ±100 for the full control effect; nearly all actives have a fitted effect of over 55% in size
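Kinase-Glo luminescence reports ATP generated from ADP (0.1 mM) and PEP (0.5 mM) by purified hPK-M2 after 1 h at room temperature, pH 7.2 imidazole buffer; intermediate enzyme activity allows detecting inhibitors and activators.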
TRPV1 ag: activates the human vanilloid receptor TRPV1. Q8NER1. activation, % at 8.33 µM. 320,000 compounds, 0.19% hits. TRPV1-expressing cells, Fluo-8 calcium influx, agonist mode. AID 540275; in the data active = activation above about 80%; inconclusive = between about 30% and that limit; also: 0% is about no effect
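Fluo-8 calcium influx in TRPV1-expressing cells, kinetic read (ex 480/em 520 nm). Compound added and read 3 min for agonist activity, followed by capsaicin at EC20 final and 2 min further read for enhancement.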
CXXC DNA block: inhibitors of human MLL CXXC domain-DNA interaction | 290,000 compounds, 0.037% hits | Potency, µM (highest dose often 115 µM), inactives show top-dose activity change, negative = inhibition, hits mostly inhibitors | AID 2662 | MLL-CXXC / FITC-HOXA9 DNA fluorescence polarization; active = well fitted inhibition curve with a large enough effect in the polarisation, with a control signal flat, not every such curve was filed as active; inconclusive = small, poorly fitted or top-dose-only effect, or effect the other way, or a change in a side signal; inactive = no such curve, though single readings can be large or run the other way; the % refers to the polarisation; also: potency is read from the fitted curve at half-maximal effect
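Steps: dispense CXXC domain solution (7 uM) → pin compounds or unlabeled HOX-A9 DNA control → 5 min ambient → add FLSN-HOX-A9 solution (50 nM) → spin → 30 min ambient → fluorescence polarization. Tris pH 7.5/NaCl/DTT/BSA buffer.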
KCNH2 3.1 block: KCNH2 3.1 (human) potassium channel inhibition; activity change, % (tested at about 1.8 µM); 340,000 compounds, 0.95% hits; U2OS KCNH2 3.1, thallium flux FluxOr; hits give low values;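 active = maximum activity change below -70%; inconclusive = maximum activity change from -70% to -50%; inactive = maximum activity change above -50%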;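 also: thallium influx rate constant from kinetic fluorescence after stimulation buffer; % is scaled to controls: 0 for no effect and ±100 for the full control effect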
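Measured as rate of thallium-driven FluxOr signal in transduced U2OS cells carrying the 3.1 channel, read kinetically for 2 min upon stimulation; values are rate constants scaled to DMSO control wells.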
FBPA coupling cs: coupling enzyme interference in Giardia aldolase counter-screen; coupling enzyme system counterscreen, AmpLite Red fluorescence; AID 2472; 290,000 compounds, 0.67% hits; activity change, negative = inhibition, % at 58.2 µM, hits read low; in the data active = activity change below about -30%; also: % is scaled to controls: 0 for no effect and ±100 for the full control effect
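Coupling enzymes only (glyceraldehyde-3-phosphate) + compound, at 57.5 uM final, 10 min RT; add substrate/coupling/AmpLite Red mix, 20 min RT; fluorescence ex 525/em 598 nm. Actives flag coupling-system interference.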
B2AR arrestin: recruits beta-arrestin to the human beta2-adrenergic receptor | P07550 | beta-arrestin recruitment to beta2AR, cell-based reporter | Potency, µM (series often up to 46.1 µM), for inactives: top-dose activation, hits mostly activators | 330,000 compounds, 0.02% hits;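 also: potency is read from the fitted curve at half-maximal effect; 0% = DMSO controls and full agonism = EC100 isoproterenol or metaproterenol; nearly all actives have a fitted effect of over 65% in size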
Target sequence (P07550 whole entry, looked up): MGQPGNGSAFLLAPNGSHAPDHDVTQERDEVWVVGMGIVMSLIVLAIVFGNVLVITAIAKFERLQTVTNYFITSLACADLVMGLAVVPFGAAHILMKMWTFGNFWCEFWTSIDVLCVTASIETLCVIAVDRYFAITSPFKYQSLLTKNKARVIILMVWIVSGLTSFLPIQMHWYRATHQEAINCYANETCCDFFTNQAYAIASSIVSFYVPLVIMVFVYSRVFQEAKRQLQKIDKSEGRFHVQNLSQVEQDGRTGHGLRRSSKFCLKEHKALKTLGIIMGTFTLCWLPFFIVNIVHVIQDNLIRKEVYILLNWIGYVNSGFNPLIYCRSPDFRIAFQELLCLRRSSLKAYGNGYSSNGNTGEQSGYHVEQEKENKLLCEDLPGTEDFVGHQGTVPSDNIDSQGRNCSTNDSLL
GALK inh: galactokinase (human) inhibition. Potency, µM (titrated, usually from 57.5 µM), inactives show at the highest dose activity change, negative = inhibition, hits mostly inhibitors. P51570. Purified GALK, Kinase-Glo residual ATP luminescence. 270,000 compounds, 0.007% hits; also: potency is read from the fitted curve at half-maximal effect; % is scaled to controls: 0 for no effect and ±100 for the full control effect
Target sequence (P51570 whole entry, looked up): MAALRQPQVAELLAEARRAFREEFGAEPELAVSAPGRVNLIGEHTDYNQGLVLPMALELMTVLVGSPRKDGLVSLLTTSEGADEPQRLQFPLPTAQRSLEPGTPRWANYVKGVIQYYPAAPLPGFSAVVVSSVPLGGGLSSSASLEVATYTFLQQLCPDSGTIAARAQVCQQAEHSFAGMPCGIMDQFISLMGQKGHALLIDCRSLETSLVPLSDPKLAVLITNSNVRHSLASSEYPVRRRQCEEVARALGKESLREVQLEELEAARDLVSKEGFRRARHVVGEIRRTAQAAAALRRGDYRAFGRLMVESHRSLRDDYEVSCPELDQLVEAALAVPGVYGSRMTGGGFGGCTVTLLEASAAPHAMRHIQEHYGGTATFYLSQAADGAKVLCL
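Luminescence from leftover ATP (Ultra-Glo luciferase/luciferin) served as read-out after a 1 h room-temperature reaction of 5 nM GALK with 35 uM ATP and 100 uM galactose.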
Menin MLL FP TR: menin-MLL binding inhibition, Texas Red mutant peptide | O00255 | 270,000 compounds, 0.23% hits | Menin + Texas Red MLL mutant peptide, fluorescence polarization | Potency, µM (series often up to 61.6 µM), for the others: at the highest dose FP activity change, negative = inhibition, most hits filed as inhibitors | AID 1768; active = well fitted inhibition curve with a large enough effect in the polarisation, with a control signal flat, not every such curve was filed as active; inconclusive = small, poorly fitted or top-dose-only effect, or effect the other way, or a change in a side signal; inactive = no such curve, though single readings can be large or run the other way; the % refers to the polarisation; also: potency is read from the fitted curve at half-maximal effect; % of control where 0% means no effect; many of its hits are not listed in these tables
Giardia killer: Giardia lamblia killing | Giardia lamblia trophozoite viability | AID 540267 | 340,000 compounds, 0.15% hits | activity change, % at 7.66 µM, hits read low; in the data active = activity change below about -80%; inconclusive = between about -30% and that limit;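 also: parasites exposed to compound for two days anaerobically before the ATP read; % is scaled to controls: 0 for no effect and ±100 for the full control effect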
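Viability, read as ATP luminescence: trophozoites at 100 cells/well, compound added, 48 hrs anaerobic at 37 deg C, then 15-30 min room-temperature development before reading.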
* hit, by the source's call; ? = inconclusive; . = no result given; [ ] = dose if it differs, or a comment. Unless noted, calls follow the shape of the dose curve; as a rule, active = well fitted curve in the direction sought with a large enough effect; inconclusive = small, poorly fitted or top-dose-only effect, or another doubt; inactive = no such curve, though single readings can be large; an effect the other way counts as inactive or inconclusive. A portion of the library, so the mix of outcomes need not match the whole.

Below each SMILES – hERG WT inh | USP2a inh | PKM2 act | TRPV1 ag | CXXC DNA block | KCNH2 3.1 block | FBPA coupling cs | B2AR arrestin | GALK inh | Menin MLL FP TR | Giardia killer
O=C(CSc1ncnc2sc3c(c12)CCCCC3)NCc1ccco1
 : 10 | 5% | 15% | ? | 0% | 7 | 4 | 0.6% | -4% | . | 6
Cc1ccc2cc(/C=N/NC(=O)c3ccccc3[N+](=O)[O-])c(Cl)nc2c1
 : -5 | 13% | -2% | 1 | 8% | -3 | 0 | -0.3% | -1% | -4% | -12
CCOC(=O)C1(CC2CC2)CCN(Cc2ccc(C(=O)OC)cc2)CC1
 : 38 | 0% | -9% | 6 | -13% | -35 | 0 | 0.1% | 5% | -24% | 6
O=C(CSc1ncnc2c1cnn2-c1ccccc1)Nc1ccccc1
 : 1 | 4% | -7% | -12 | 28% | -9 | 1 | -0.3% | 0% | -14% | 2
CC(C)NC(=O)C(=O)NNC(=O)C12CC3CC(CC(C3)C1)C2
 : -2 | 0% | 1% | 1 | -5% | 0 | 2 | -0.1% | 0% | -16% | 6
COc1ccc(CC(=O)N2CCN(c3ccccc3)CC2)cc1OC
 : -8 | -4% | -2% | ? | 1% | 14 | -1 | 0.0% | 0% | -2% | -3
O=C(NCc1ccco1)c1cc(S(=O)(=O)NC2CC2)ccc1Br
 : 9 | 4% | . | . | . | -1 | . | -0.1% | . | . | -29
CC1(C)Cc2c(cnn2-c2ccccc2)C(NC(=O)c2ccoc2)C1 (stereo not given)
 : ? | 2% | 2% | 9 | -2% | -41 | . | 0.2% | -8% | . | -14
COc1cccc(OCCOCC(O)CN2CCN(Cc3ccc(Cl)cc3)CC2)c1 (stereo not given)
 : 29 | 2% | -3% | 0 | 3% | -49 | -1 | -0.5% | -2% | -20% | -12
COCCNC(=O)c1cccc(OC2CCN(Cc3ccc(F)c(OC)c3)CC2)c1
 : 14 | 0% | 0% | -2 | -3% | -24 | -1 | 0.4% | 6% | -21% | -4
CCC(C)(C)NC(=O)Cc1ccc(OC)c(OC)c1
 : 1 | 2% | -10% | 22 | 3% | 11 | 0 | 0.3% | 1% | -4% | -26
O=C(Nc1nccs1)c1ccc(COc2ccc(Cl)cc2)o1
 : -2 | . | 1% | 1 | -6% | -22 | -1 | . | 2% | ? | -24
NC(=O)C1CCN(C(=O)CSc2ncccn2)CC1
 : 0 | -2% | -4% | 0 | 2% | -3 | 0 | 0.0% | 0% | 8% | 5
C#CCOCCOCCOCCNc1nc(N2CCN(C(=O)[C@H]([C@@H](C)CC)n3cc([C@@H](N)CO)nn3)CC2)nc(N2CCN(C(=O)[C@H]([C@@H](C)CC)n3cc([C@@H](N)CC(C)C)nn3)CC2)n1
 : 2 | 9% | 3% | 1 | -27% | 3 | 0 | -0.2% | 1% | ? | -18
NNc1nnc2c3cc(F)ccc3n(CCc3ccccc3)c2n1
 : -4 | -2% | . | 8 | 18% | -39 | -7 | 0.1% | 2% | ? | -18
COc1cc(/C=C/C(=O)OCC(=O)Nc2ccccc2Sc2ccc(Cl)cc2)ccc1O
 : 11 | -13% | -5% | 2 | -6% | -12 | -2 | -1.1% | 0% | 21% | 1
NC(=O)CC(NC(=O)c1ccccc1)c1ccc(NC2CCCC2)c([N+](=O)[O-])c1 (stereo not given)
 : -1 | 6% | 2% | 4 | -29% | 5 | 2 | -0.6% | -1% | . | 0
O=C(CN1CCN(C(=O)CN2C(=O)NC3(CCCC3)C2=O)CC1)Nc1cccc(F)c1
 : -7 | 0% | . | 3 | . | 5 | . | -0.1% | . | . | -2
Cc1ccc(C2CCN(C(=O)Nc3ccccc3)C2)cc1 (stereo not given)
 : -5 | -5% | -2% | ? | 3% | -19 | 1 | 0.2% | -2% | 2% | -27
COc1ccc(C)cc1NC(=O)C(NCC(O)c1ccccc1)c1ccccc1 (stereo not given)
 : 0 | -3% | . | 14 | -11% | -15 | 0 | 0.5% | 0% | -13% | 15
Cc1ccc2[nH]c(=O)c(CC=C(Cl)Cl)c(C)c2c1
 : -22 | 2% | 5% | -1 | 3% | . | 3 | -1.3% | 1% | 6% | -25
Cc1cc(NC(=O)c2ccccc2)cc(NC(=O)c2ccccc2)c1C
 : 1 | 1% | 3% | 5 | 11% | 5 | 3 | 0.4% | 1% | ? | -3
Cc1ccccc1Cn1ccc(-c2ccc3c(c2)OCO3)n1
 : 35 | -2% | 1% | 8 | -5% | 7 | 1 | -0.3% | -3% | 42%[activator] | 6
COc1ccc(CN2CC(=O)N(c3cc(Cl)ccc3C)C2=S)cc1OC
 : 23 | -5% | . | ? | 4% | -4 | 0 | -1.2% | . | 77%[activator] | -1
Cc1ccccc1N(CC(=O)N/N=C/c1cc(Br)c(C)o1)S(C)(=O)=O
 : -4 | 3% | 0% | -1 | 2% | -2 | -1 | -1.5% | . | 9% | 5
O=C(Nc1ccc2c(c1)OCO2)c1n[nH]c(=O)c2ccccc12
 : -9 | -2% | -1% | 1 | -19% | 5 | 1 | -0.5% | -1% | . | 6
O=C(c1ccco1)N1CCN(S(=O)(=O)c2c(Cl)cccc2Cl)CC1
 : 4 | 0% | -9% | 8 | -9% | -2 | 3 | -0.7% | 1% | 5% | 23
CC1CCCC(NC(=O)COC(=O)[C@@H](NC(=O)c2ccccc2Cl)C(C)C)C1C (stereo not given in full)
 : -11 | 6% | . | . | . | 8 | . | 0.2% | . | . | -6
CC(C)c1ccc(Nc2nnns2)cc1
 : 1 | 6% | -6% | -2 | 0% | 11 | 0 | -1.5% | -1% | . | 0
Cc1ccsc1S(=O)(=O)N1CCCC(CCC(=O)NCc2ccccc2F)C1 (stereo not given)
 : 2 | -1% | 24% | 30 | 4% | 8 | 3 | -0.3% | 1% | 7% | 8
O=C1CCc2cc(NS(=O)(=O)c3ccc(Cl)cc3)cc3c2N1CC3
 : -12 | 1% | . | 2 | . | -8 | . | 0.0% | . | . | -2
CCOC(=O)c1c(C2CC2)csc1NC(=O)COC(=O)c1cc(OC)c(OC)cc1[N+](=O)[O-]
 : . | 1% | -2% | 2 | 6% | -5 | -1 | -0.4% | 2% | -6% | -11
CCOc1cc(/C=N/NC(=O)c2ccc(=O)n(C)c2)ccc1O
 : -13 | -5% | -1% | 0 | -20% | 2 | -1 | -0.9% | 0% | 21% | -12
O=S(=O)(N/N=C\c1ccc(-c2ccccc2Cl)o1)c1ccccc1
 : -2 | 1% | 23% | 0 | 1% | 4 | 7 | -1.3% | -6% | ? | -5
C#Cc1ccc([C@H]2C=C(C(=O)NC3CC3)O[C@@H](OCC)[C@@H]2CCCO)cc1
 : 1 | -1% | -2% | 3 | ? | 1 | 0 | -0.1% | 8% | -11% | 9
O=C(COC(=O)CCc1nc2ccccc2s1)Nc1ccc(S(=O)(=O)N2CCOCC2)cc1
 : 0 | -1% | 3% | 0 | 10% | -14 | 0 | 0.4% | 3% | 16% | -17
CCCN(CCC)C(=O)c1ccc2c(c1)S(=O)(=O)c1ccccc1C2=O
 : 0 | 1% | 1% | 0 | -5% | 0 | . | 0.0% | -1% | . | -12
COC(=O)c1cc(Br)c(=O)n(CCN(C(C)C)C(C)C)c1
 : 18 | 1% | -3% | 4 | -1% | 1 | 2 | -0.3% | 5% | -12% | 5
Cc1cc(C)n(S(=O)(=O)c2ccc(Cl)cc2)n1
 : 2 | 3% | 1% | -1 | -3% | 5 | 3 | 0.2% | 7% | ? | 18
Cc1ccc(NC(=O)C2CCN(S(=O)(=O)c3c(C)[nH]c(=O)[nH]c3=O)CC2)cc1
 : -9 | 0% | 10% | -1 | -2% | 9 | 4 | -0.1% | -3% | 4% | 12
CC1(C)Cc2c(sc3c2c(N)nc(=S)n3Cc2ccccc2)CO1
 : . | 1% | 21% | -3 | 15% | . | 0 | -0.1% | -1% | -2% | .
Cc1cc(Nc2ccccc2C(=O)O)n(-c2ccc([N+](=O)[O-])cc2)n1
 : -4 | 9% | 1% | -1 | 2% | 13 | 2 | 0.3% | -1% | . | 7
COc1ccc([C@@H]2CC=C(C(=O)O)[C@H](c3ccc(C)cc3)N2S(=O)(=O)c2ccccc2C)cc1
 : -5 | 0% | . | . | . | -11 | . | 0.9% | . | . | -3
Nn1c(SCC(=O)NCC2CCCO2)nnc1-c1ccc(OC(F)F)cc1 (stereo not given)
 : 0 | -3% | . | -3 | . | -21 | . | -0.3% | . | . | 18

Screening data as filed in PubChem.
